Screening data from PubChem.
Scp-1 inhibitor: Scp-1 (human) phosphatase inhibition; Recombinant Scp1, phosphopeptide, malachite green phosphate absorbance; inhibition, % at 20 µM; 340,000 compounds, 0.88% hits; AID 493091;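 active = inhibition above about 50% at 20 µM, limit read from the data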;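 note: plate controls were DMSO wells with enzyme for no effect and wells lacking enzyme for full effect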
Target sequence (Q9GZU7 76-261 limits assumed): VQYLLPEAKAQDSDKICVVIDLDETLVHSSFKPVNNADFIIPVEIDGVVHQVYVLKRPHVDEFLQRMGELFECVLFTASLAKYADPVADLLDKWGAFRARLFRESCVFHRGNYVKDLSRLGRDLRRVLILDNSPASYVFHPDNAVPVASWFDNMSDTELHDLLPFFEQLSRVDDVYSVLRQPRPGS
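Test system: SCP-1 phosphatase catalytic domain, residues 76-261 | Compound dosing: One concentration, 20 µM, with 1.0% DMSO | Schedule: 45 min room-temperature reaction, 5 min colour, 30 min stabiliser | Detection: Absorbance at 630 nm | Read-out basis: % inhibition of SCP-1 phosphate liberation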
Tb MetRS inh: Trypanosoma brucei MetRS inhibition | purified T. brucei MetRS, ATP depletion, Kinase-Glo luminescence | inhibition, % at 11.9 µM | 360,000 compounds, 0.4% hits | AID 624268;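 active = inhibition above a per-plate cutoff of the control wells' mean inhibition plus 3 SD, cut at about 5.5% in these data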;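 note: 0% = DMSO wells median and 100% = median of wells with control inhibitor compound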
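Test system: purified T. brucei MetRS enzyme. Also added: ATP, methionine and E. coli bulk tRNA substrates. Compound: 11.9 µM single point. Schedule: 15 min enzyme-compound preincubation, 2 h reaction, 10 min detection, 25 °C. Signal: luciferase luminescence of residual ATP, Kinase-Glo. Evaluation: percent inhibition versus plate control medians. Controls: DMSO wells, low control.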
DNMT1 inh: inhibitors of human DNMT1; DNMT1 molecular beacon, Hinp1I cleavage, fluorescence; inhibition (reported as % activation of signal), % at 10 µM; 360,000 compounds, 0.83% hits; AID 588458; in the data active = inhibition above about 50%
Rpn11 block: inhibitors of human proteasome Rpn11; O00487; human 26S proteasome, Ub4-pepOG fluorescence polarization; 20S core pre-blocked with epoxomicin; calls only at 20 µM; 360,000 compounds, 0.59% hits; AID 588493;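 active = inhibition at 20 µM, scaled to each plate's controls, above about 33%, limit read from the data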
LMPTP inh: LMPTP (human) inhibition; 360,000 compounds, 0.22% hits; recombinant LMPTP-A, OMFP fluorogenic substrate, fluorescence intensity; inhibition, % at 20 µM;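 active = compounds that cut the enzyme signal by at least half of the control window in the single-dose screen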;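 note: plate controls were DMSO wells with enzyme plus substrate for no effect and substrate without enzyme for full effect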
Target sequence (P24666 whole entry, looked up): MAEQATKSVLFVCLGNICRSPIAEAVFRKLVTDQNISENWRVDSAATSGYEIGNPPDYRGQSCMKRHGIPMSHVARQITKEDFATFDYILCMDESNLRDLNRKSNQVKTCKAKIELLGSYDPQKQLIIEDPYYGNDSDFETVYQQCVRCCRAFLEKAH
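Assay system: LMPTP-A, protein tyrosine phosphatase of low molecular weight / Medium: pH 6.0 Bis-Tris buffer with DTT and Triton X-100 / Schedule: 50 min enzyme reaction at room temperature, protected from light / Measured by: endpoint fluorescence intensity from OMFP dephosphorylation / Read-out basis: % inhibition relative to no-enzyme and uninhibited control wells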
MsrA inh: inhibitors of bovine MsrA; purified bovine MsrA, absorbance read-out; inhibition, % at 15.5 µM; 360,000 compounds, 0.75% hits; AID 651718; in the data active = inhibition above about 4.5%;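 note: 0% = vehicle wells with enzyme and 100% = reference inhibitor wells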
SUMO1-SIM PPI: SUMO1-SIM interaction modulation. P63165. SUMO1 binding to a labelled peptide, TR-FRET, 1 h. inhibition, % at 20 µM. 360,000 compounds, 0.33% hits; in the data active = inhibition above about 37%
Target sequence (P63165 whole entry, looked up): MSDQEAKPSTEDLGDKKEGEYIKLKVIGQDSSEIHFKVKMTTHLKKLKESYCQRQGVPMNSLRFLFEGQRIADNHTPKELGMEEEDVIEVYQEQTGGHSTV
CSN inh: blocks human CSN-mediated cullin deneddylation | Q92905 | Purified CSN, SCF-Nedd8-OG deneddylation, fluorescence polarization | inhibition, % at 12.5 µM | 360,000 compounds, 0.38% hits | AID 651999;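 active = pattern-corrected inhibition above about 35%, with an unprinted fluorescence ratio check between 0.5 and 1.5, limit read from the data, passing the limit was not always enough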;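 note: 0% = enzyme with substrate and 100% = substrate without enzyme; some results filed as inactive read as strong as hits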
Target sequence (Q92905 whole entry, looked up, one chain of several): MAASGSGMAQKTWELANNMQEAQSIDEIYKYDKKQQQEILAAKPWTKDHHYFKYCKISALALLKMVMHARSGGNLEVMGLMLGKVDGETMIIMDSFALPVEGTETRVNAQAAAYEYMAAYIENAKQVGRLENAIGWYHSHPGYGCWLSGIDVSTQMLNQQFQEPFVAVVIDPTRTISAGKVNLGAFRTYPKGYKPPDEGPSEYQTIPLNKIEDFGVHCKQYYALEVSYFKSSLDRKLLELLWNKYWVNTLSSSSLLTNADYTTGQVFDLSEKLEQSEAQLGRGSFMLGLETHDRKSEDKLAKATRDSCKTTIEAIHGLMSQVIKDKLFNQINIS
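Test system: purified human Csn5 enzyme expressed in HEK293T cells. Amount: 0.24 nM enzyme. Reagent: SCFSkp2-Nedd8OG substrate at 10 nM final. Schedule: 90 min incubation of compound, enzyme and substrate at room temperature. Detection: fluorescence polarization. Read-out: % inhibition of substrate cleavage by Csn5.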
STEP inh: STEP (human) phosphatase inhibition; P54829; recombinant STEP, OMFP fluorogenic substrate, fluorescence; inhibition, % at 20 µM; 360,000 compounds, 0.25% hits; AID 588621;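 active = inhibition at 20 µM, scaled per plate between control wells, above about 37%, limit read from the data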;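 note: 0% = DMSO with enzyme and substrate and 100% = substrate only without enzyme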
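material = STEP tyrosine phosphatase | reagent = fluorogenic phosphatase substrate OMFP at 25 µM final | doses = single compound dose of 20 µM, 1% DMSO final | schedule = 20 min reaction, room temperature, in the dark | measured by = fluorescence, 480/540 nm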
NadD inh: blocks S. aureus nicotinate mononucleotide adenylyltransferase; inhibition, % at 20 µM; purified NadD enzyme, colorimetric absorbance read-out; 360,000 compounds, 0.78% hits; in the data active = inhibition above about 26%; note: some compounds past the cut are filed as inactive
Active calls of the source: *; i = inactive.

SMILES	Scp-1 inhibitor	Tb MetRS inh	DNMT1 inh	Rpn11 block	LMPTP inh	MsrA inh	SUMO1-SIM PPI	CSN inh	STEP inh	NadD inh
Cc1ccccc1S(=O)(=O)Cc1ccc(C(=O)NCCCOC(C)C)o1	-7	-1.1	20	i	-0.1	1.3	0	0	-6	3
CC1CCCCN1C(=O)c1cc(-c2ccc3c(c2)OCO3)on1 (centres undefined)	-5	-1.1	2	i	-0.3	0.6	0	4	-3	-6
O=C(c1ccc(NS(=O)(=O)c2ccc3c(c2)OCCO3)cc1)N1CCCCC1	-4	-0.1	-1	i	-0.7	-0.1	-1	2	-3	-7
Clc1ccc(-c2csc3ncnc(NCCN4CCOCC4)c23)cc1	-1	-0.9	1	i	0.1	-0.3	0	-1	4	1
O=C1C(Cc2ccccc2)Nc2ncnc(N3CCN(c4ccccc4)CC3)c2N1Cc1ccccc1 (centres undefined)	2	-0.3	-2	i	1.1	1.6	1	5	1	15
O=C(NC1CCCCC1)C(c1ccco1)N(Cc1cccnc1)C(=O)C1COc2ccccc2O1 (centres undefined)	1	-0.7	-1	i	-2.0	0.7	0	-2	1	-3
COc1cc2c(cc1NC(=O)COC(=O)Cn1cnc3ccccc31)oc1ccccc12	0	-2.4	-7	i	3.3	2.6	2	2	-2	16
Cc1cc(Cl)c2oc(C(=O)N3CCN(C4CCS(=O)(=O)C4)CC3)c(C)c2c1 (centres undefined)	-3	0.5	1	i	-0.4	0.1	2	1	0	4
CCC(Sc1nc2ccccc2o1)C(=O)Nc1nnc(C)s1 (centres undefined)	-10	0.3	6	i	-2.2	-0.2	7	4	0	3
CCO/C=C/C(O)(CNC(=O)c1ccc(C(C)(C)C)cc1)C(F)(F)F (centres undefined)	-6	-0.7	2	i	-0.2	1.0	3	1	-2	-2
O=C(NCCCCNC(=O)c1ccccc1Cl)c1ccccc1Cl	-2	-2.1	-5	i	-0.5	-0.4	-1	-1	3	4
CC(=O)c1c(N2CCOCC2)nc(=S)n(-c2cc(C)ccc2C)c1C	7	-1.1	2	i	0.1	0.2	2	-3	3	-3

An excerpt from above in order of length of the SMILES, descending:
SMILES	Scp-1 inhibitor	Tb MetRS inh	DNMT1 inh	Rpn11 block	LMPTP inh	MsrA inh	SUMO1-SIM PPI	CSN inh	STEP inh	NadD inh
O=C(NC1CCCCC1)C(c1ccco1)N(Cc1cccnc1)C(=O)C1COc2ccccc2O1 (centres undefined)	1	-0.7	-1	i	-2.0	0.7	0	-2	1	-3
CCO/C=C/C(O)(CNC(=O)c1ccc(C(C)(C)C)cc1)C(F)(F)F (centres undefined)	-6	-0.7	2	i	-0.2	1.0	3	1	-2	-2
CC1CCCCN1C(=O)c1cc(-c2ccc3c(c2)OCO3)on1 (centres undefined)	-5	-1.1	2	i	-0.3	0.6	0	4	-3	-6

The results go on:
SMILES	Scp-1 inhibitor	Tb MetRS inh	DNMT1 inh	Rpn11 block	LMPTP inh	MsrA inh	SUMO1-SIM PPI	CSN inh	STEP inh	NadD inh
O=Cc1cccnc1SCc1ccccc1	-13	1.0	2	i	-1.4	-0.5	0	-3	-2	2
C=CCN(CC=C)C(=O)Nc1cc(Cl)ccc1OC	-6	0.0	0	i	-1.0	-1.0	0	3	0	7
CN(CC(=O)Nc1cccc(F)c1)C(=O)CN1C(=O)C2CC=CCC2C1=O (centres undefined)	-2	-0.2	1	i	-1.1	-1.3	4	-4	1	0
Cc1cc(C)c(S(N)(=O)=O)c(C)c1N(C)S(=O)(=O)c1ccccc1	-11	0.1	0	i	1.7	-1.2	3	-2	0	-5
CC(=O)Nc1ccc2nc(SCC(=O)Nc3ccc(N4CCOCC4)c(Cl)c3)sc2c1	-13	0.2	-9	i	0.5	0.4	1	-6	-4	18
Cc1c(CCO)c(=O)n(-c2ccccc2)n1S(=O)(=O)c1ccc(Cl)cc1	2	-0.6	3	i	-0.9	-0.1	0	6	2	-3
CC(C)(C)OC(=O)CNC(=O)c1nc[nH]c1C(=O)N1CCN(C(=O)OC(C)(C)C)CC1	-3	0.3	0	i	-0.3	-1.1	-3	5	-1	2
O=C1CC(c2ccccc2)CC(=NCCO)/C1=C(\O)CCCN1C(=O)c2ccccc2C1=O (centres undefined)	-1	-0.8	-1	i	-0.3	-0.5	-10	3	3	-4
Cc1cccc(S(=O)Cc2ccc(C(=O)N3CCN(C(=O)c4ccco4)CC3)o2)c1 (centres undefined)	-6	-0.3	3	i	0.1	0.0	-4	2	0	-6
Cc1ccc(-c2nc(-c3ccccn3)sc2CC(=O)O)cc1	-3	-0.5	1	i	-0.4	2.2	-15	7	-2	-3
O=C(COC(=O)c1cc(Br)ccc1O)NNC(=O)c1ccc([N+](=O)[O-])cc1	-5	-0.1	1	i	0.2	-0.1	-13	0	2	5
COCC(=O)Nc1nc2ccccc2s1	-5	-0.2	0	i	0.2	1.0	0	-1	6	2

Profiles from above. Values in the order: Scp-1 inhibitor | Tb MetRS inh | DNMT1 inh | Rpn11 block | LMPTP inh | MsrA inh | SUMO1-SIM PPI | CSN inh | STEP inh | NadD inh
Profile of `O=C1C(Cc2ccccc2)Nc2ncnc(N3CCN(c4ccccc4)CC3)c2N1Cc1ccccc1` (centres undefined) : 2 | -0.3 | -2 | i | 1.1 | 1.6 | 1 | 5 | 1 | 15
Profile of `O=C(NCCCCNC(=O)c1ccccc1Cl)c1ccccc1Cl` : -2 | -2.1 | -5 | i | -0.5 | -0.4 | -1 | -1 | 3 | 4
Profile of `Cc1cc(Cl)c2oc(C(=O)N3CCN(C4CCS(=O)(=O)C4)CC3)c(C)c2c1` (centres undefined) : -3 | 0.5 | 1 | i | -0.4 | 0.1 | 2 | 1 | 0 | 4
Profile of `CCC(Sc1nc2ccccc2o1)C(=O)Nc1nnc(C)s1` (centres undefined) : -10 | 0.3 | 6 | i | -2.2 | -0.2 | 7 | 4 | 0 | 3
Profile of `O=C1CC(c2ccccc2)CC(=NCCO)/C1=C(\O)CCCN1C(=O)c2ccccc2C1=O` (centres undefined) : -1 | -0.8 | -1 | i | -0.3 | -0.5 | -10 | 3 | 3 | -4

(cont.)
SMILES	Scp-1 inhibitor	Tb MetRS inh	DNMT1 inh	Rpn11 block	LMPTP inh	MsrA inh	SUMO1-SIM PPI	CSN inh	STEP inh	NadD inh
O=C(COC(=O)c1ccccc1-n1cnnn1)c1ccc(F)cc1	-1	-0.4	0	i	0.9	-0.6	1	-2	-1	-6
CN(C)c1cccc(C(=O)Nc2nc3ccccc3[nH]2)c1	2	0.3	-1	i	-0.5	0.5	4	-1	0	-4
O=C(c1ccccc1Cc1ccccc1)N1CCN(S(=O)(=O)c2ccc(F)cc2)CC1	-8	-0.6	8	i	0.0	-1.0	0	3	1	1
CCOCCCNC(=O)COC(=O)/C=C/c1ccc(S(=O)(=O)N2CCc3ccccc32)cc1	-13	-0.5	-10	i	-0.5	-0.3	-11	1	0	-9
CCOc1ccccc1NC(=O)CSc1nc2c(c(=O)n(C)c(=O)n2C)n1C	-1	-0.6	2	i	-0.9	0.8	2	-2	-2	-2
COc1ccc(S(=O)(=O)N(C)C[C@H]2Oc3c(NC(=O)CCC(F)(F)F)cccc3C(=O)N([C@H](C)CO)C[C@@H]2C)cc1	-6	-0.4	-4	i	-0.2	-1.3	2	-1	0	-5
Cc1cccc(C)c1OCC(=O)Nc1oc(-c2ccccc2)c(-c2ccccc2)c1C#N	-7	-0.8	3	i	1.2	0.6	0	4	-7	16
COC(=O)C(NC(C)=O)(Nc1ccccc1)C(=O)OC	-2	-2.1	-1	i	-0.4	0.6	2	2	1	-3
COCCn1c(=NC(=O)CCS(=O)(=O)c2ccccc2)sc2ccccc21	1	-0.1	0	i	0.1	0.7	1	-1	2	2
Cc1ccc(CN(Cc2ccco2)C(=S)NCC(=O)NC2CC2)cc1	-5	-0.4	-6	i	-0.6	0.4	3	7	4	-3
O=C(CCN1C(=O)/C(=C/c2ccc(F)cc2)SC1=S)NNC(=O)c1ccncc1	-4	-0.6	0	i	-0.7	0.7	-17	-2	-2	1
Fc1ccccc1COc1cccc2cccnc12	-12	-2.0	8	i	1.5	0.2	-4	3	1	-1
COc1ccc(-c2nc3cc(C)ccn3c2NC(=O)c2c(F)cccc2Cl)cc1	11	-1.2	0	i	0.9	-0.5	12	-5	3	-1
COc1ccccc1CNCc1ccc(OC)c2ccccc12	-7	-0.4	1	i	-0.7	1.8	2	2	1	-5
COc1ccc(C(=O)NCCC(=O)N2CCC3(CC2)NCCc2[nH]cnc23)cc1	-4	-0.4	4	i	-1.0	-1.4	-7	-2	1	-8
COc1cccc(Nc2nc(-c3sc(C)nc3C)cs2)c1	-1	0.0	-1	i	3.0	-0.4	-8	-5	-1	-4
CNS(=O)(=O)c1cc(S(=O)(=O)NC)c2cccc3c2c1NC3=O	18	-0.2	7	i	1.2	1.3	-23	-4	12	-6
CN(CC(=O)Nc1ccc(F)c(F)c1F)C(=O)C1CCC1	-5	-0.1	1	i	-0.5	0.9	4	2	2	2
CCOP(=O)(OCC)C(C#N)=C1SCN(c2ccc(Cl)cc2)CS1	-11	0.2	5	i	0.8	-0.4	-1	3	2	3
CCOC(=O)c1c(S(=O)(=O)Nc2ccc(C)c(F)c2)c(C)n(C)c1C	-11	-0.1	0	i	-1.7	0.3	-2	2	-2	-4
COC(=O)c1c(NC(=O)COC(=O)c2ccc(Cl)cc2[N+](=O)[O-])sc2c1CCCCC2	-3	0.5	11	i	1.8	0.2	1	-4	2	-1
CC(C)[C@H](NC(=O)c1ccco1)C(=O)OCc1cc(=O)n2c(n1)sc1ccccc12	83*	-0.1	84*	i	21	-1.2	11	5	0	2

Compounds as they come; overall some 3.9% were active at least once.
